# From PubChem
# NS5 inhibitors: flavivirus cap methylation enzyme inhibition – biochemical, confirmation dose response, primary screen (AID 588689); hit rate 0.3% among 340,000; inhibition, % at 25 µM, or IC50 in µM where a hit was titrated; Dengue-2 NS5 methyltransferase capping enzyme assay, biochemical; higher % means a stronger effect; in the data active = a potency from the dose series
# AID2073: disruptors of CaV2.2 binding to Mint1 – biochemical, HTRF (AID 2073); HTRF protein-protein interaction, Mint1-CaV2.2; higher % means a stronger effect; inhibition, % at 20 µM; hits with a dose series show IC50 in µM; hit rate 0.19% among 290,000; in the data active = inhibition mostly above about 51%, no sharp cut-off; also: some results filed as inactive read as strong as hits
# HIV peptide binding: cell-free HIV fusion peptide-binding blockers – biochemical, uHTS, fluorescence dequenching, primary screen (AID 1986). cell-free peptide binding, fluorescence dequenching, 30 min; higher % means a stronger effect. one-dose inhibition, % at 20 µM; IC50 in µM for titrated hits. hit rate 0.3% among 290,000; in the data active = inhibition mostly above about 52%, no sharp cut-off; inactive = mostly below about 76%; also: some results filed as inactive read as strong as hits
# UTI89 phage lysis: protection from phage-mediated lysis, alamar blue read-out – E. coli UTI89, K1F phage, bacterial capsule biogenesis inhibitors (AID 488966); E. coli UTI89 K1F phage lysis, alamar blue, 2 h; higher % means a stronger effect; hit rate 0.02% among 340,000; one-dose inhibition, % at 100 µM; IC50 in µM for titrated hits;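 active = phage lysis inhibition, versus mean bacterial control, above a set limit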;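 also: capsule biogenesis inhibitors block K1F phage lysis so surviving cells raise fluorescence; higher fluorescence means more inhibition of phage lysis; actives were called in the ten point dose series up to 300 µM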
# Siah-1 displacement: blockers of Siah-1 interaction with plectin peptide – biochemical, fluorescence polarization, rhodamine-plectin, uHTS, primary screen (AID 1817) | one-dose displacement, % at 20 µM; IC50 in µM for titrated hits | hit rate 0.02% among 290,000 | Siah-1 / rhodamine-plectin peptide fluorescence polarization; higher % means a stronger effect;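 active = displacement of at least 50% at 20 µM, with a fluorescence ratio check between 0.3 and a set limit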;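 also: plate controls were Siah plus tracer with DMSO for no effect and tracer alone without Siah for full effect; strong numbers were not always called active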
# GPR35 arrestin U2OS: inhibition of zaprinast-stimulated GPR35 beta-arrestin translocation – imaging, U2OS, beta-arrestin-GFP, zaprinast agonist, primary screen (AID 2058) | hit rate 0.052% among 290,000 | U2OS GPR35 beta-arrestin-GFP translocation imaging, zaprinast antagonism; higher % means a stronger effect | inhibition, % at 10 µM; hits with a dose series show IC50 in µM;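 active = inhibition of at least 50% with at least 30 cells and total cytoplasm GFP at most 10,000,000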
# GPR55 LPI antagonism: GPR55 antagonists blocking LPI-driven arrestin recruitment, primary screen, imaging, U2OS, beta-arrestin-GFP, LPI agonist (AID 2013); U2OS GPR55 beta-arrestin-GFP translocation imaging, LPI antagonism; higher % means a stronger effect; inhibition, % at 10 µM; hits with a dose series show IC50 in µM; hit rate 0.13% among 290,000;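 active = spots per cell inhibited over 60%, with over 100 cells counted and total cytoplasm intensity under 500,000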;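 also: U2OS cells stably carrying GPR55 and arrestin-GFP stimulated by 5 µM LPI near EC80; imaged beta-arrestin-GFP aggregate spots per cell after agonist stimulation; plate controls were LPI-stimulated DMSO wells for no effect and DMSO wells without LPI for full effect; some results filed as inactive read as strong as hits; confirmed hits need IC50 under 10 µM and bright autofluorescent wells are also inconclusive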
# GPR55 activation: selective activators of receptor GPR55 – imaging, U2OS cells, beta-arrestin-GFP redistribution, primary screen (AID 1961). one-dose activation, % at 10 µM; EC50 in µM for titrated hits. hit rate 0.048% among 290,000. U2OS GPR55 beta-arrestin-GFP redistribution imaging; higher % means a stronger effect;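 active = activation above 40% with more than 50 cells counted in the well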;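 also: U2OS osteosarcoma cells stably expressing GPR55 and beta-arrestin-GFP; plate controls were DMSO negative control for no effect and LPI positive control for full effect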
# NTR1 agonist: agonists of NTR1, primary screen, imaging, U2OS cells, beta-arrestin-GFP, high content (AID 493036); NTR1-U2OS beta-arrestin-GFP spot imaging, agonist mode; activation, % at 20 µM; hit rate 0.17% among 330,000;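 active = activation at or above 40% of the spot to cytoplasm intensity ratio, with at least 20 cells analyzed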;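 also: 0% = DMSO without peptide and 100% = 100 nM NTR1 peptide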
# Target sequence (P30989 whole entry, looked up): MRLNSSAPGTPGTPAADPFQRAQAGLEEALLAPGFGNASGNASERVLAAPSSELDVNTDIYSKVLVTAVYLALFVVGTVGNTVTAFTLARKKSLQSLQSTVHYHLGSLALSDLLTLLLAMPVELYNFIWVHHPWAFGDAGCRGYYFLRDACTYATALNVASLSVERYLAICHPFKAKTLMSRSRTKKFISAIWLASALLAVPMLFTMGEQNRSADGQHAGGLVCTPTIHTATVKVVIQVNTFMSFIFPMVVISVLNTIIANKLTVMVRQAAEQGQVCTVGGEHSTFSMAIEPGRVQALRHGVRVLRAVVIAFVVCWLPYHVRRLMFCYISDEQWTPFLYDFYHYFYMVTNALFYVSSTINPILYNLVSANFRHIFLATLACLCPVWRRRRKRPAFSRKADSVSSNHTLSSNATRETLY
# NTR1 agonist cell count 20 µM: further read-out of NTR1 agonist, marked with its call; cell count; measured here: cell count, cytotoxicity flag
# NS5 inhibitors pilot replicate: recorded beside NS5 inhibitors, whose call it bears; inhibition, %; measured here: pilot screen replicate inhibition
# * = called active by the depositor; i = inactive; . = no result given; [ ] = dose if it differs, or a comment.
# The first 3 records as a preview:
SMILES,NS5 inhibitors,AID2073,HIV peptide binding,UTI89 phage lysis,Siah-1 displacement,GPR35 arrestin U2OS,GPR55 LPI antagonism,GPR55 activation,NTR1 agonist,NTR1 agonist cell count 20 µM,others
Cn1c(CNC(=O)c2ccc(Cl)cc2)nnc1SCC(=O)NC1CCCC1,-2%,-3%,0.1%,0.0%,7%,1%,12%,0.4%,-0.8,63,
CCCCCn1c(SCc2cccc(C)c2)nc2c1c(=O)[nH]c(=O)n2C,-2%,29%,2.1%,-0.7%,2%,5%,6%,0.3%,30,86,
CC(C)C(C(=O)NCc1ccco1)N(CC1CCCO1)C(=O)CNS(=O)(=O)c1ccccc1 (configuration not stated),-13%,-7%,-0.6%,-0.2%,2%,14%,4%,-0.2%,1.7,39,

# Results (from the top)
SMILES,NS5 inhibitors,AID2073,HIV peptide binding,UTI89 phage lysis,Siah-1 displacement,GPR35 arrestin U2OS,GPR55 LPI antagonism,GPR55 activation,NTR1 agonist,NTR1 agonist cell count 20 µM,others
Cn1c(CNC(=O)c2ccc(Cl)cc2)nnc1SCC(=O)NC1CCCC1,-2%,-3%,0.1%,0.0%,7%,1%,12%,0.4%,-0.8,63,
CCCCCn1c(SCc2cccc(C)c2)nc2c1c(=O)[nH]c(=O)n2C,-2%,29%,2.1%,-0.7%,2%,5%,6%,0.3%,30,86,
CC(C)C(C(=O)NCc1ccco1)N(CC1CCCO1)C(=O)CNS(=O)(=O)c1ccccc1 (configuration not stated),-13%,-7%,-0.6%,-0.2%,2%,14%,4%,-0.2%,1.7,39,
CCCOc1ccc(-c2c(C(=O)N/N=C(\C)c3ccncc3)nnn2-c2nonc2N)cc1,-2%,-6%,3.1%,0.1%,13%,-2%,10%,0.0%,1.7,59,
Cc1nnc2sc(SCC(=O)Nc3cccc(Cl)c3)nn2c1=O,-4%,8%,0.1%,0.5%,5%,-6%,15%,-0.2%,-0.4,61,
Cc1ccccc1NC(=O)CCN1C(=O)CSC1=O,-1%,7%,0.4%,0.3%,6%,2%,5%,0.0%,-1.1,86,
COc1cc(CC(NC(C)=O)C(=O)NC2CCN(c3c4c(nc5ncnn35)CCC4)CC2)cc(OC)c1 (configuration not stated),.,10%,0.9%,.,2%,16%,5%,0.2%,2.7,40,
CN1N=C(C(=O)NC2CCCc3c2cnn3-c2ccc(F)cc2F)CCC1=O (configuration not stated),1%,-1%,-0.4%,0.1%[50 µM],4%,13%,-4%,-0.1%,0.2,54,
CCOC(=O)c1ccc(NC(=O)Cn2cc3c(n2)CCC(C)C3)cc1 (configuration not stated),-1%,11%,-1.4%,-2.1%,0%,-13%,-2%,0.2%,0.6,61,
COc1ccc(CNS(=O)(=O)c2ccc(F)c(C(=O)Nc3ccc(OC)cc3)c2)cc1,-5%,19%,1.4%,0.4%,0%,-10%,5%,-0.4%,1.5,35,
COc1ccccc1NC(=O)c1sc2ncn(Cc3ccccc3C)c(=O)c2c1C,-5%,34%,2.5%,0.2%,-2%,13%,17%,0.2%,1.8,76,
FC(F)(F)c1nc(NCC2CCCO2)c2nnn(Cc3ccccc3Cl)c2n1 (configuration not stated),-5%,7%,-0.7%,0.1%,1%,-9%,9%,0.0%,1.2,36,
COc1ccc(N(CC(O)Cn2c3ccccc3c3ccccc32)S(=O)(=O)c2ccccc2)cc1 (configuration not stated),-3%,6%,-1.6%,-0.4%,4%,-7%,5%,-0.1%,8.1,56,
Cn1nc(-c2ccc(N3CCOCC3)c(NS(=O)(=O)c3ccccc3)c2)c2ccccc2c1=O,-3%,2%,-1.1%,i,2%,-4%,12%,0.2%,1.0,83,
COc1ccc(-n2c(C)cc(/C=C3\SC(=S)NC3=O)c2C)cc1,-56%,10%,32%,-0.3%,-4%,8%,5%,-0.1%,-1.6,63,
CC(C)(C)c1cnnn1-c1ccc(NC(=O)c2ccc(Br)o2)cc1,4%,10%,-0.3%,4.5%,-6%,7%,22%,0.2%,0.0,43,
Cc1ccc(S(=O)(=O)NCc2ccncc2)cc1C,2%,-2%,-0.6%,0.1%,2%,-4%,-11%,-0.1%,1.6,40,
N#CCN(CC#N)C(=O)C1c2ccccc2Oc2ccccc21,6%,-1%,3.4%,0.3%,0%,7%,10%,-0.1%,0.0,53,
O=C(O)CCc1n[nH]c(=S)[nH]c1=O,1%,-18%,0.3%,0.2%,-3%,10%,6%,-0.1%,0.4,41,
Cc1cc(C)n2ncc(C(=O)Nc3ccc(Cl)c(Cl)c3)c2n1,.,6%,1.5%,2.8%,13%,15%,4%,-0.1%,2.8,93,
CCOn1c(=O)c(-c2cc(OC)ccc2OC)[n+]([O-])c2ccccc21,-4%,12%,0.5%,0.2%,1%,24%,4%,0.3%,-0.6,57,
O=C(CS(=O)(=O)c1cn(CC(=O)N2CCOCC2)c2ccccc12)Nc1ccccc1,-15%,-8%,2.2%,-0.2%,23%,21%,3%,-0.2%,-0.2,73,
O=C(Nc1cccc(S(=O)(=O)Nc2ccc(Cl)cc2)c1)c1ccc2c(c1)OCCO2,-7%,8%,2.1%,0.1%,14%,5%,21%,0.2%,5.4,84,
O=C(CSc1nc2ccccc2c(=O)n1NC(=O)Cc1ccccc1)NCCc1ccccc1,-3%,26%,0.1%,0.6%,3%,-5%,10%,0.0%,-1.0,99,

# Looked up by structure from the entries so far:
SMILES,NS5 inhibitors,AID2073,HIV peptide binding,UTI89 phage lysis,Siah-1 displacement,GPR35 arrestin U2OS,GPR55 LPI antagonism,GPR55 activation,NTR1 agonist,NTR1 agonist cell count 20 µM,others
O=C(CS(=O)(=O)c1cn(CC(=O)N2CCOCC2)c2ccccc12)Nc1ccccc1,-15%,-8%,2.2%,-0.2%,23%,21%,3%,-0.2%,-0.2,73,
O=C(Nc1cccc(S(=O)(=O)Nc2ccc(Cl)cc2)c1)c1ccc2c(c1)OCCO2,-7%,8%,2.1%,0.1%,14%,5%,21%,0.2%,5.4,84,
N#CCN(CC#N)C(=O)C1c2ccccc2Oc2ccccc21,6%,-1%,3.4%,0.3%,0%,7%,10%,-0.1%,0.0,53,
Cn1c(CNC(=O)c2ccc(Cl)cc2)nnc1SCC(=O)NC1CCCC1,-2%,-3%,0.1%,0.0%,7%,1%,12%,0.4%,-0.8,63,

# (continued)
SMILES,NS5 inhibitors,AID2073,HIV peptide binding,UTI89 phage lysis,Siah-1 displacement,GPR35 arrestin U2OS,GPR55 LPI antagonism,GPR55 activation,NTR1 agonist,NTR1 agonist cell count 20 µM,others
N#Cc1ccc[n+](CC(=O)c2ccc(Cl)cc2)c1,-2%,-7%,17%,0.1%,1%,13%,-2%,-0.1%,0.6,57,
COc1ccccc1NC(=O)C(=O)N1N=C(C(C)C)CC1(O)C(F)(F)F (configuration not stated),-4%,-1%,4.6%,0.0%,3%,4%,2%,0.0%,-0.1,55,
COc1ccc(/C=C/c2nc(S(=O)(=O)c3ccccc3)c(NCCCN(C)C)o2)cc1OC,1%,-5%,0.3%,0.9%,2%,-1%,10%,-0.2%,0.3,55,
COc1ccc(NC(=O)CC2Oc3ccc(C)cc3NC2=O)cc1 (configuration not stated),1%,8%,-1.9%,0.1%,-2%,-5%,2%,-0.1%,-1.2,57,
CCOC(=O)C1CCCN(S(=O)(=O)c2cccc3cccnc23)C1 (configuration not stated),-4%,-2%,0.5%,-0.2%,-3%,1%,-7%,0.2%,-1.2,80,
CCC(C(=O)N1CCN(c2ccccc2OC)CC1)c1ccccc1 (configuration not stated),-2%,-2%,-3.3%,4.1%,-3%,-10%,-2%,-0.2%,0.5,43,
COc1cc(C(=O)c2ccccc2)c([N+](=O)[O-])cc1OC,.,-1%,-0.2%,.,9%,4%,6%,-0.1%,1.1,57,
CC(C)c1ccc(NC(=O)COc2nnc(-c3cccs3)c(-c3cccs3)n2)cc1,-16%,5%,1.9%,0.3%,2%,3%,12%,-0.2%,4.0,82,
CC(=O)Nc1cccc(C(=O)N(CCc2ccccc2)Cc2ccccc2)c1,1%,11%,-1.4%,0.1%,-4%,-1%,-7%,0.3%,1.0,68,
O=C(Nc1ccncc1)Nc1cccc(C(F)(F)F)c1,-16%,11%,0.9%,4.9%[50 µM],0%,0%,4%,-0.1%,1.4,72,
Cc1ccccc1NC(=O)OCc1ccccc1,-8%,-1%,1.7%,1.0%,9%,-2%,9%,1.0%,-0.3,53,
CCOC(=O)N1CCN(c2cc(C)nc3nc(C)nn23)CC1,-6%,-10%,-2.1%,0.9%,0%,-6%,5%,0.0%,-2.3,45,
CC(C)c1ccc(NC(=O)COC(=O)CCC(=O)c2cccs2)cc1,0%,-2%,0.7%,2.2%[50 µM],6%,-12%,-4%,0.2%,1.3,59,
Cc1cc(NC(=O)C2CC(c3cccc(Br)c3)=NO2)no1 (configuration not stated),-2%,3%,-1.6%,-0.6%,-6%,4%,13%,-0.1%,-1.1,49,
c1ccc(C2=NCCCN2)cc1,-1%,4%,24%,5.9%,-1%,6%,0%,-0.2%,2.5,62,
CCOc1ccc(C(=O)NCCN2CCCC2)cc1,5%,2%,-0.4%,-0.1%,-3%,4%,-10%,-0.1%,-1.0,86,
COc1ccc(N2CC(O)=C(c3nc(-c4ccc(F)cc4)cs3)C2=N)cc1,-6%,5%,-2.8%,0.0%,11%,-6%,-6%,-0.3%,-1.1,87,
CCOc1ccccc1/C=C/c1onc(C)c1S(=O)(=O)N1CCC(C(=O)NC(C)C)CC1,-5%,17%,0.6%,0.3%,-2%,12%,10%,-0.2%,3.6,66,
Fc1ccc(F)c(C2=NNC(=NCC3CCCO3)SC2)c1 (configuration not stated),-10%,38%,-1.3%,0.8%,2%,10%,-6%,0.0%,1.1,45,
CCOC(=O)N1CCN(C(=O)c2cc(C)no2)CC1,-4%,-6%,1.1%,0.0%,-2%,-8%,2%,-0.1%,-0.8,78,
CCOc1ccccc1C1NC(=O)c2ccccc2O1 (configuration not stated),-3%,4%,0.7%,0.2%,3%,13%,-11%,0.2%,0.6,73,NS5 inhibitors pilot replicate=-2.4
COc1ccc(Cn2c(CCC(=O)Nc3ccc(C)c(C)c3)nc3cccnc32)cc1,-5%,27%,1.7%,0.2%,4%,0%,-12%,-0.1%,-0.8,86,
Cc1cc(N2CCN(c3ccccc3)CC2)nc(N2CCOCC2)n1,-2%,4%,-1.5%,0.2%,-4%,8%,-1%,-1.9%,4.8,56,
S=C(Nc1ccc(OCc2ccccc2)cc1)Nc1cccc(Cl)c1Cl,-1%,-5%,-0.6%,5.0%,2%,-4%,9%,0.1%,1.2,65,
CN(C)C(/C=C/Nc1ccccc1F)=C(C#N)C#N,-8%,0%,-0.5%,0.7%,4%,1%,-2%,-0.1%,1.3,48,
Cc1ccc(S(=O)(=O)Nc2cc(C)cn(Cc3ccc(F)cc3)c2=O)cc1,-32%,-14%,3.5%,-0.3%,-2%,-6%,-13%,-0.1%,-0.1,40,
